M. tuberculosis HTS – M. tuberculosis growth inhibition, HTS (AID 449762) | M. tuberculosis H37Rv growth inhibition, 7H9 media; higher % means a stronger effect | inhibition, % at 25 µM, or IC50 in µM where a hit was titrated | 330,000 tested, 0.59% active; in the data active = a potency from the dose series;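 note: bacterial growth assessed after seven days of incubation; strong numbers were not always called active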
PhoP GFP inhibition – Inhibition of PhoP regulon, Salmonella typhi GFP reporter cells, confirmation, 4 h (AID 1850) | Salmonella Typhi PhoP-promoter GFP reporter, fluorescence, 4 h; higher % means a stronger effect | inhibition, % at 50 µM, or IC50 in µM where a hit was titrated | 310,000 tested, 0.33% active; in the data active = a potency from the dose series;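 note: 0% = induced wells with vehicle and 100% = uninduced wells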
H1N1 NS1A inhibition – H1N1 influenza NS1A inhibitors, functional cell based assay (AID 504329) | NS1A functional cell-based assay, percent inhibition; higher % means a stronger effect | inhibition, % at 12.5 µM; hits with a dose series show IC50 in µM | 340,000 tested, 0.3% active; in the data active = a potency from the dose series; note: strong numbers were not always called active
M. tuberculosis – growth inhibition of non-replicating M. tuberculosis (AID 488890); Mycobacterium tuberculosis non-replicating, growth inhibition; higher % means a stronger effect; inhibition, % at 25 µM, or IC50 in µM where a hit was titrated; 320,000 tested, 0.39% active; in the data active = a potency from the dose series;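 note: plate controls were DMSO cells for no effect and high antibiotic wells for full effect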
VEEV TC-83 Vero – inhibitors of VEEV TC-83 cytopathic effect, confirmation, Vero cells (AID 588727); Vero cells, VEEV TC-83 cytopathic effect inhibition; higher % means a stronger effect; one-dose inhibition, % at 20 µM; IC50 in µM for titrated hits; 350,000 tested, 0.13% active; in the data active = a potency from the dose series; note: strong numbers were not always called active
VEEV TC-83 Vero 10K pilot screen – also measured in VEEV TC-83 Vero; calls as there; inhibition, %; measured here: 10K pilot screen inhibition
* marks the source's active call; other numbers are inactive results; i = inactive; . = no result given. Not a hit list; 1.6% or so of the library scored in one or more.

SMILES | M. tuberculosis HTS | PhoP GFP inhibition | H1N1 NS1A inhibition | M. tuberculosis | VEEV TC-83 Vero | others
CC(=O)Nc1cc(S(=O)(=O)C(F)(F)F)ccc1Cl | -7% | -7% | 1% | -9% | 0.5%
C=CCN1CCS(=O)(=O)N(Cc2ccccc2)[C@@H](C(C)C)C1=O | . | . | 2% | . | i
C/C=C1\NC(=O)[C@H](CC(N)=O)N(C)C(=O)C([C@@H](C)O)NC(=O)C(CCCc2ccc(OC)cc2)NC(=O)[C@H](C(C)C)NC(=O)/C(=C\C)NC(=O)[C@H](O)[C@@H](C[C@@H](O)CCCCCCC)NC(=O)[C@H](C)NC(=O)CN(C)C(=O)[C@H](CCC(N)=O)NC1=O (stereo partly drawn) | . | . | -18% | . | i
COc1cc(C(=O)NCc2nnc(SCC(=O)Nc3c(C)cc(C)cc3C)o2)cc(OC)c1OC | 10% | 1% | -7% | 8% | 2.6%
Cc1noc(C)c1S(=O)(=O)NCc1ccc2c(c1)OCO2 | -9% | -6% | 27% | -15% | 1.2% | VEEV TC-83 Vero 10K pilot screen=0.0
Cc1ccc(S(=O)(=O)N2CCC(C(=O)Nc3ccncc3)CC2)cc1 | -3% | -2% | -10% | 7% | 1.8%
CC(C)(C)C(=O)NC(=S)N1CCc2ccccc21 | -1% | -1% | 14% | 26% | i
COc1ccccc1NS(=O)(=O)c1cccc(NC(=O)NCCCl)c1 | -1% | 2% | -7% | -1% | i
O=C(NCC(=O)N1CCN(c2ccccc2O)CC1)c1cccs1 | -8% | 8% | -9% | 8% | 3.3%
COc1ccccc1C(CNC(=O)C(C)Oc1ccc(Br)cc1)N1CCCC1 (stereo not drawn) | -8% | 5% | 3% | 24% | 0.7%
COC(=O)C1=C(NC(=O)c2ccc(C)c(C)c2)CCS1 | -5% | 3% | 14% | 31% | 6.3%
CCC(=O)N1CCc2cc(S(=O)(=O)CCC(=O)N3CCN(c4ccc(F)cc4)CC3)ccc21 | 3% | -7% | 3% | -19% | 0.8%
CN(CC(=O)Nc1cccc(F)c1)C(=O)C1CC(=O)N(CCc2ccccc2)C1 (stereo not drawn) | -13% | 3% | -6% | -7% | 1.4%
Cc1ccc(C)c(COC(=O)c2cc(S(=O)(=O)N3CCCCC3)ccc2N2CCOCC2)c1 | -1% | 2% | -7% | 5% | 5.8%
CC1CCCCN1Cc1ccc(N)cc1 (stereo not drawn) | 5% | 0% | 11% | -15% | 1.7%
CCOc1ccccc1N=C1NC(=O)CS1 | -14% | -1% | 0% | -3% | 3.3% | VEEV TC-83 Vero 10K pilot screen=1.5
O=C(Cn1cnc2c(nc3n2CCCCC3)c1=O)Nc1cccc(C(F)(F)F)c1 | 8% | -4% | 4% | 7% | 2.1%
Cc1ccc(NC(=O)COC(=O)c2ccc(CN3CCCC3=O)cc2)cc1C | . | . | -15% | . | 0.9%
Cc1ccccc1C(=O)c1cccn1CC(=O)NCc1ccccc1Cl | 5% | 2% | -6% | 7% | 0.3%
CC1CC(C)(C)N(C(=O)NC2CCCCC2)c2ccccc21 (stereo not drawn) | 7% | 10% | -27% | -22% | i
Cn1ncc(Cl)c1C(=O)Nc1sc2c(c1C(N)=O)CCC2 | -5% | 2% | -3% | -4% | 6.1%
CSc1ccccc1NC(=O)c1ccccc1N(Cc1ccccc1)S(C)(=O)=O | 4% | -7% | 7% | 11% | 1.1% | VEEV TC-83 Vero 10K pilot screen=1.7
Cc1cc(C)nc(NS(=O)(=O)c2cccs2)c1 | 5% | -1% | 0% | -8% | 1.3%
Cc1ccc(SCC(=O)NNC(=O)CCS(=O)(=O)c2ccc(C)cc2)cc1 | 2% | . | 2% | -3% | 1.2%
Cc1nc2ccc(C(=O)Nc3ccc(N(C)C)cc3)cc2s1 | -1% | -6% | -8% | 0% | 0.9%
Cc1cc2ccccc2n1CCNC(=O)C(C)Oc1ccccc1 (stereo not drawn) | 0% | 1% | 65µM* | 80% | 4.6%
COc1cc(/C=N/n2cc(-c3ccccc3)[nH]c2=S)cc(OC)c1O | -4% | 3% | 2% | -18% | 7.8%
Cc1nc(NC(=O)CN(C)S(=O)(=O)c2ccc(Br)cc2)sc1C | -2% | -4% | 23% | 23% | 0.3%
CCCCOCCCNC(=O)c1ccccc1OCC | 2% | -3% | -9% | 11% | 0.1%
CS(=O)(=O)c1ccc(Cl)c(NC(=O)COC(=O)CCN2C(=O)C3CC=CCC3C2=O)c1 (stereo not drawn) | . | . | -6% | . | 0.6%
CCN(CC)c1ncc(C#N)c(N)n1 | -11% | 7% | . | -3% | 0.4%
O=C(COc1ccccc1)NC1=NCCS1 | 0% | 8% | 2% | 1% | i
O=C(NC1CCCN(Cc2ccccc2F)C1)c1cccc(N2CCCC2=O)c1 (stereo not drawn) | 5% | 16% | 2% | 9% | 0.7%
O=C(NCCc1ccc(Cl)cc1)C1(c2ccccc2)CC1 | 1% | -8% | -11% | 20% | 1.7%
O=C(Cc1ccccc1F)Nc1ccc(S(=O)(=O)N2CCCCC2)cc1 | 3% | 0% | -1% | 43% | 0.7%
COc1ccc(-c2[nH]ncc2/C=N/NC(=O)c2cc(Br)ccc2O)c(OC)c1 | -1% | 0% | -5% | -14% | 1.3%

Sorted by molar mass (lowest first): part of the list above
SMILES | M. tuberculosis HTS | PhoP GFP inhibition | H1N1 NS1A inhibition | M. tuberculosis | VEEV TC-83 Vero | others
CCN(CC)c1ncc(C#N)c(N)n1 | -11% | 7% | . | -3% | 0.4%
O=C(COc1ccccc1)NC1=NCCS1 | 0% | 8% | 2% | 1% | i
Cc1cc(C)nc(NS(=O)(=O)c2cccs2)c1 | 5% | -1% | 0% | -8% | 1.3%
CCCCOCCCNC(=O)c1ccccc1OCC | 2% | -3% | -9% | 11% | 0.1%
O=C(NCCc1ccc(Cl)cc1)C1(c2ccccc2)CC1 | 1% | -8% | -11% | 20% | 1.7%
Cc1nc2ccc(C(=O)Nc3ccc(N(C)C)cc3)cc2s1 | -1% | -6% | -8% | 0% | 0.9%
Cc1cc2ccccc2n1CCNC(=O)C(C)Oc1ccccc1 (stereo not drawn) | 0% | 1% | 65µM* | 80% | 4.6%
COc1cc(/C=N/n2cc(-c3ccccc3)[nH]c2=S)cc(OC)c1O | -4% | 3% | 2% | -18% | 7.8%
O=C(NC1CCCN(Cc2ccccc2F)C1)c1cccc(N2CCCC2=O)c1 (stereo not drawn) | 5% | 16% | 2% | 9% | 0.7%
Cc1ccc(SCC(=O)NNC(=O)CCS(=O)(=O)c2ccc(C)cc2)cc1 | 2% | . | 2% | -3% | 1.2%
Cc1nc(NC(=O)CN(C)S(=O)(=O)c2ccc(Br)cc2)sc1C | -2% | -4% | 23% | 23% | 0.3%
CSc1ccccc1NC(=O)c1ccccc1N(Cc1ccccc1)S(C)(=O)=O | 4% | -7% | 7% | 11% | 1.1% | VEEV TC-83 Vero 10K pilot screen=1.7
COc1ccc(-c2[nH]ncc2/C=N/NC(=O)c2cc(Br)ccc2O)c(OC)c1 | -1% | 0% | -5% | -14% | 1.3%
CS(=O)(=O)c1ccc(Cl)c(NC(=O)COC(=O)CCN2C(=O)C3CC=CCC3C2=O)c1 (stereo not drawn) | . | . | -6% | . | 0.6%

Following part:
SMILES | M. tuberculosis HTS | PhoP GFP inhibition | H1N1 NS1A inhibition | M. tuberculosis | VEEV TC-83 Vero | others
CC(C)C(c1nnnn1C1CCCCC1)N1CCc2ccccc21 (stereo not drawn) | 3% | 9% | 11% | 18% | 0.9%
O=C(CC1COc2ccccc2O1)NCc1ccccc1 (stereo not drawn) | -8% | -8% | -5% | 46% | i
CSc1ccccc1COC(=O)Nc1ccccc1C | -2% | 3% | -8% | -8% | 4.5%
CC(=O)c1cccc(OCc2cc(C(=O)N(C)C(C)c3ccccn3)no2)c1 (stereo not drawn) | -1% | -8% | -6% | 8% | 4.7%
CCCOc1ccccc1-n1sc2c(c1=S)-c1cc(OC)cc3c1N(C(=O)C3=O)C2(C)C | -1% | 0% | 9.4µM* | 21% | 0.6%
CCN(C(=O)COC(=O)C(c1ccccc1)c1ccccc1)c1c(N)n(Cc2ccccc2)c(=O)[nH]c1=O | . | . | -5% | . | 2.1%
COC(=O)c1sccc1NC(=O)CN1CCN(c2ccc(F)cc2)CC1 | 68% | 11% | 8% | 15% | 9.8%
Cc1ccccc1OCC(=O)Nc1cccc(C(=O)O)c1 | . | . | 1% | . | 0.5%
CN(C)CCN1C(=O)C(=O)/C(=C(/O)c2ccc(S(=O)(=O)N3CCOCC3)cc2)C1c1ccc(F)cc1 (stereo not drawn) | -3% | -5% | -3% | -10% | 1.8%
CCn1nc(C)c(CNC(=O)CC2C(=O)NCCN2CC(C)(C)C)c1C (stereo not drawn) | 3% | 4% | 4% | -5% | 0.3%
OCCN1CCN(C(=S)c2ccc(Cl)cc2)CC1 | 47% | -15% | -3% | 43% | i
CC(C)(O)c1[nH]c2ccc(C#N)cc2c1C(C)(C)O | 2% | 1% | . | -18% | .
COc1ccc(O)c(-c2nc(N)nc(N)n2)c1 | -7% | . | 3% | -16% | 0.4%
COC(=O)c1cc(Br)c(=O)n(-c2cc(C)on2)c1 | -6% | -6% | -13% | -4% | 1.6%
O=C(Cc1ccccc1F)Nc1cc(S(=O)(=O)N2CCCC2)ccc1Cl | -4% | . | -7% | -4% | i
COc1cc2cc(C(=O)N/N=C/c3ccc(F)cc3)[nH]c2cc1OC | -12% | 1% | -2% | 3% | 2.5%
CC(C)CN(C(=O)c1cc(=O)[nH]c2ccccc12)c1c(N)n(Cc2ccccc2)c(=O)[nH]c1=O | 0% | 11% | -7% | 25% | 1.3%
CCOC(=O)c1cc(CC)sc1NC(=O)CN1CCN(C(=O)C2CCCO2)CC1 (stereo not drawn) | 2% | -15% | 9% | 13% | 7.6%
COCC(=O)N1CCCN(c2nc3c(C)cccc3cc2C#N)CC1 | -5% | 3% | 6% | 0% | 11%
CCc1ccc(CNC(=O)CCc2nc(-c3cccs3)no2)cc1 | -3% | -7% | 9% | . | 1.7%
C[C@H](CO)N1C[C@H](C)[C@@H](CN(C)Cc2ccc3c(c2)OCO3)Oc2ccc(NC(=O)Cn3cnnn3)cc2C1=O | 3% | . | 1% | 0% | i
Cc1ccc(C(=O)NNc2nc3ccccc3nc2C(F)(F)F)cc1 | 9% | -1% | 6% | 13% | 8.2%
CCN(CC)CCn1c(=S)[nH]c2cc3c(cc2c1=O)OCO3 | 7% | -13% | 1% | 3% | 1.1%
COc1cc(/C=C2\C(=N)N3N=C(C)SC3=NC2=O)cc(Cl)c1OCCOc1ccc(NC(C)=O)cc1 | 7% | -1% | 22% | 4% | 2.9%
O=C(Cn1ccc2ccccc2c1=O)NCCC(=O)N1CCN(c2cccc(Cl)c2)CC1 | -4% | -5% | 4% | -8% | 7.5%
COc1ccc(Cn2ccnc2SCC(=O)Nc2ccccc2F)cc1 | 3% | -7% | -8% | 19% | 4.3%
O=C(CNC(=O)c1cccs1)Nc1ccc(N2CCOCC2)cc1 | 8% | . | -1% | -5% | 0.7%
Cc1nc2nc(SCC(=O)c3ccc([N+](=O)[O-])cc3)[nH]c2cc1Br | -2% | -6% | 0% | -4% | 0.4%
COc1ccc(/C=C(\NC(=O)c2ccccc2)C(=O)N2CCN(C)CC2)cc1 | -3% | 8% | -13% | 3% | i
Cc1c(NC(=O)CCCCCN2C(=O)C3C4C=CC(C4)C3C2=O)c(=O)n(-c2ccccc2)n1C (stereo not drawn) | -14% | . | 0% | 4% | i
C/C(Cl)=C/CC1(CN2CCCC2=O)C(=O)NC(=O)NC1=O | -2% | 6% | 3% | -2% | 1.2%
COc1ccc(C)cc1S(=O)(=O)Nc1cc2c3c(c1)C(C)C(=O)N3CCC2 (stereo not drawn) | -1% | 11% | -7% | 2% | 6.5%

Compound activity (PubChem)
